High-throughput results from PubChem BioAssay.
12-LOX inh: blocks human arachidonate 12S-lipoxygenase; purified 12hLO, xylenol orange hydroperoxide absorbance; AID 1671190; hit rate 1.1% among 580,000; Potency, µM (doses to about 108 µM), without a hit: at the top dose activity change, negative = inhibition, usual class: inhibitors; P18054
Target sequence (P18054 whole entry, looked up): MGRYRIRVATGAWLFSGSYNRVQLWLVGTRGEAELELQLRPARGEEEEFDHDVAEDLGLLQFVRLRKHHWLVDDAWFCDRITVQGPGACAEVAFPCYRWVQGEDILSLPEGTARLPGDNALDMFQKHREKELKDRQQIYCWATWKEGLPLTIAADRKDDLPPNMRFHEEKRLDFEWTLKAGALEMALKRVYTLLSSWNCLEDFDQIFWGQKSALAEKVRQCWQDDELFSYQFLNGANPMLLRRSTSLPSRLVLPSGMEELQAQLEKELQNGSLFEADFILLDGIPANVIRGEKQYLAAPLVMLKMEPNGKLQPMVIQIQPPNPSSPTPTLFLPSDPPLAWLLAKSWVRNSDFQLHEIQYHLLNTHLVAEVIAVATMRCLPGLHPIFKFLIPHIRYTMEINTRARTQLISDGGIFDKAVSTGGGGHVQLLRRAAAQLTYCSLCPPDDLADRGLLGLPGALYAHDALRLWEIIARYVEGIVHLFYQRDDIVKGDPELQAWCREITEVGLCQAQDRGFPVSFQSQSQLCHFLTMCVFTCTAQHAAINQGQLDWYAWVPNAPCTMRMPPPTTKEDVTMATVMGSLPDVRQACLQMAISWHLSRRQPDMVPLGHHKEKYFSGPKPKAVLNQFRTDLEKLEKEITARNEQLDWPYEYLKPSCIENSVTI
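Purified human 12hLO at 150 nM in 25 mM Hepes, 0.01% Triton X-100, pH 7.0, preincubated 15 min at room temperature with compound. Reaction started with 40 uM arachidonic acid, 30 min at room temperature. Hydroperoxide measured by Fe-xylenol orange, 573/405 nm absorbance ratio.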
Vif-A3G inh: blocks the Vif interaction with human APOBEC3G. Q9HC16. HeLa A3G-eYFP + Vif (tagged APOBEC3G with the HIV-1 protein that degrades it), YFP fluorescence, overnight. Potency, µM (top dose mostly 46.1 µM), inactives show top-dose activity, negative = active, most hits filed as inhibitors. hit rate 0.076% among 410,000;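 note: nearly all actives have a fitted effect of over 60% in size; hits raise eYFP signal because A3G escapes Vif-driven loss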
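Read-out is eYFP fluorescence (Ex 488/Em 500-530) from Vif-expressing HeLa A3G-eYFP cells; more signal means A3G escaped Vif-mediated degradation. Cells plated overnight, compound pinned in, incubated overnight at 37 deg C.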
* hit, by the source's call; ? = inconclusive. Calls come from the whole dose curve; as a rule, active = well fitted curve in the direction sought with a large enough effect; inconclusive = small, poorly fitted or top-dose-only effect, or another doubt; inactive = no such curve, though single readings can be large; an effect the other way counts as inactive or inconclusive. % is set by controls: 0 for no effect and ±100 for the full control effect; potency is the fitted concentration of half-maximal effect. A portion of the library. The share of hits here may be higher or lower than overall.

SMILES	12-LOX inh	Vif-A3G inh
CC(C)NC(=O)c1cc(C2CCCCN2S(=O)(=O)c2ccccc2)on1 (configuration not stated)	-1%	-5%
CCc1nc2ccc(C(=O)NCc3ccccc3OC)cn2c1N(CCC(C)C)CCN(C)C	10%	0%
CCOC(=O)C1=CCCN(S(=O)(=O)c2ccc(C)cc2)C1	18%	-2%
O=C(NCc1ccco1)c1cccc2c(-c3ccc(F)c(F)c3)coc12	?	3%
CC(=O)Oc1ccc(Cn2c(C)c(C(=O)NCc3ccc(C#N)cc3)sc2=O)cc1	9%	-4%
O=C1c2ccccc2C(c2nc3ccccc3[nH]2)N1Cc1ccco1 (configuration not stated)	-1%	0%
CC1(C(=O)NCC(F)(F)F)CCN1C(=O)Cc1ccc(-c2ccccc2)cc1 (configuration not stated)	-30%	0%
COC(=O)C(C#N)(CCC(=O)c1ccccc1)CCC(=O)c1ccccc1	1%	1%
CC(C(=O)O)(C1CCCCC1)C1(O)CCCCC1 (configuration not stated)	1%	4%
Cc1ccc(NC(=O)c2cc(-c3cc(Cl)ccc3C)n[nH]2)cc1NS(C)(=O)=O	-19%	-18%
Cc1ccc2nc(-c3cccc(Br)c3)c(Cc3ccccc3)n2c1	-12%	-4%
CCCNC(=O)C1(C)CCN(Cc2cc3ccccc3o2)C1 (configuration not stated)	-9%	0%
CCCCC(=O)N(C)c1c(CC)nc2c(OCc3ccc(C(F)(F)F)cc3)cccn12	-2%	2%
COc1ccc(CN2C[C@@H](CO)O[C@@H](n3cnc4c(N5CCN(CCO)CC5)ncnc43)C2)cc1	7%	-3%
CCOC(=O)C1(C)CCN1C(=O)c1cncc(Br)c1 (configuration not stated)	-11%	-4%
O=C(NCC1CCOCC1)c1ccc(-c2ccc(F)c(F)c2)c2ccoc12	?	2%
COCCNC(=O)C1(C)CCCN(C(=O)c2c(-c3ccccc3)noc2C)C1 (configuration not stated)	-9%	0%
CCc1nc2ccc(C(=O)Nc3ccc(OC)c(OC)c3)cn2c1N(C)CCC(C)C	?	-2%
CC(C)(CO)CNc1ccn2nccc2n1	20%	4%
CCCS(=O)(=O)NC(=O)C1(C)CCCN(C(=O)c2cc(C)on2)C1 (configuration not stated)	-41%	-1%
CC(=O)C(=Cc1ccc(Cl)cc1)C(=O)c1ccccc1	?	-11%
Cc1ccc(NC(=O)CNC(=O)CN2C(=O)c3ccccc3C2=O)cc1	0%	2%
COC(=O)c1ccc2nc(-c3cccc(Br)c3)c(Cc3ccsc3)n2c1	?	-3%
COc1ccc(Cl)cc1-c1noc([C@@H]2O[C@H](CO)[C@H](O)[C@H](O)[C@H]2O)n1	?	-2%
O=C(Nc1ccc(F)c(Cl)c1)c1csc([C@@H]2O[C@H](CO)[C@H](O)[C@H](O)[C@H]2O)n1	4%	1%
Continued:
SMILES	12-LOX inh	Vif-A3G inh
CC(=O)N1CCN(C(=O)c2[nH]c(C(F)(F)F)nc2-c2ccccc2)CC1	-11%	2%
CCCCn1nnnc1C(c1cccs1)N1CCN(C/C=C/c2ccccc2)CC1 (configuration not stated)	?	0%
Cc1cc(C(O)c2ncc(-c3ccccc3C)[nH]2)ccc1F (configuration not stated)	12%	-2%
COc1ccc(-c2ccc(C(=O)NCC3CCOCC3)c3occc23)c(C)c1	-23%	-9%
O=C(Nc1cccnc1)C1Cc2c(-c3ccco3)ccnc2O1 (configuration not stated)	7%	-3%
COc1ccccc1Cc1c(-c2ccc(Cl)cc2)nc2c(C)cc(Br)cn12	?	?
COCCNC(=O)C1(C)CCCN(C(=O)c2cccc3ccccc23)C1 (configuration not stated)	-1%	1%
CS(=O)(=O)c1ccc(C(=O)OCC(=O)N2CCN(CCC3CCCCC3)CC2)cc1[N+](=O)[O-]	-2%	-18%
COc1cc(F)ccc1-c1csc(C(NC(C)=O)c2ccc(F)c(F)c2)n1 (configuration not stated)	-10%	-3%
CCOc1ccc(-c2cncc3nccn23)cc1	-1%	-2%
OC(c1ccc(F)c(F)c1)c1ncc(-c2cccc(C(F)(F)F)c2)[nH]1 (configuration not stated)	-17%	-11%
COc1ccc(Br)c(Cn2c(C)c(C(=O)N(C)Cc3ccc(F)cc3)sc2=O)c1	-1%	0%
Cn1ccc2c(N3CCOCC3)cc3c(c21)C1CCC3O1 (configuration not stated)	-10%	4%
CC(=O)Nc1ccc(C(=O)N2CCCCC2c2cc(C(=O)NCc3cccnc3)no2)cc1 (configuration not stated)	-34%	-2%
N#Cc1ccc(-c2nc3ccc(Cl)cn3c2Cc2cccc(Cl)c2)cc1	35µM*	-3%
CCCCN(C=O)c1c(CC)nc2ccc(C(=O)N(CC)CCN(C)C)cn12	-14%	-1%
O=C(NCC(=O)N1CCCC1)NN=Cc1ccccc1O	-3%	-2%
COc1ccccc1CNC(=O)c1ccc2nc(C)c(N(C)Cc3ccc(NC(C)=O)cc3)n2c1	?	-1%
COc1ccc(-c2cnc3c(NC(C)=O)cc(-c4cccc(NS(C)(=O)=O)c4)cn23)cc1OC	3%	?
Cc1cc(C)nc(Nc2nc(C(N)Cc3ccccc3)cs2)n1 (configuration not stated)	-5%	4.5µM*
CC1=C(C(=O)N(C(C)C)C(C)C)CC(CC(=O)NCCCN(C)C)C(=O)N1Cc1ccc(C(C)(C)C)cc1 (configuration not stated)	2%	1%
CC1(C(=O)Nc2ccc(F)cc2F)CCN1C(=O)CCC1CCCC1 (configuration not stated)	4%	-4%
CCSc1ccc(-c2cc(NC=O)c3ncc(-c4cc(OC)c(OC)c(OC)c4)n3c2)cc1	-15%	-30%
CN(C)CCNC(=O)c1ccc2nc([C@@H]3O[C@H](CO)[C@H](O)[C@H](O)[C@H]3O)[nH]c2c1	8%	-5%
COc1ccc(-c2noc(-c3csc([C@@H]4O[C@H](CO)[C@H](O)[C@H](O)[C@H]4O)n3)n2)cc1OC	?	-1%
(next part)
SMILES	12-LOX inh	Vif-A3G inh
CN(C)c1ccc(-c2cccc3nccn23)cc1	-25%	?
CC(O)(c1ccc(F)c(F)c1)c1nc(/C=C/c2ccc(C(F)(F)F)cc2)cs1 (configuration not stated)	35µM*	-14%
CSc1ccc(Cn2c(C)c(C(=O)NCc3ccc4c(c3)OCCO4)sc2=O)cc1	8%	-1%
O=C(NCc1ccc(Cl)nc1)c1ccc2nc([C@@H]3O[C@H](CO)[C@H](O)[C@H](O)[C@H]3O)[nH]c2c1	18%	0%
CC1(C(=O)NS(=O)(=O)Cc2cccc(Cl)c2)CCN1C(=O)CCc1ccccc1 (configuration not stated)	1%	-1%
Cc1noc(C)c1S(=O)(=O)NC(=O)C1(C)CCN1C(=O)Cc1ccc(-c2ccccc2)cc1 (configuration not stated)	-7%	-7%
COc1ccc(CC(N)c2csc(NC(=O)Cc3ccccc3)n2)cc1 (configuration not stated)	2%	-9%
c1ccc(N2CCN(c3nccn4ccnc34)CC2)nc1	9%	2%
COc1ccc(C(O)c2ncc(-c3cccc4ccccc34)[nH]2)cc1F (configuration not stated)	-18%	?
CCCC(=O)Nc1cccc(NC(=O)Cc2ccc(Cl)cc2)c1	-1%	0%
COc1cc(F)ccc1-c1csc(C(O)c2ccccc2)n1 (configuration not stated)	-7%	-6%
CN1CCC(C)(C(=O)Nc2ccc3c(c2)OCCO3)C1 (configuration not stated)	6%	0%
COc1cc(CNC(=O)Nc2nnc([C@@H]3C[C@H](O)[C@@H](CO)O3)s2)cc(OC)c1OC	6%	0%
COc1cc(NC(=O)Nc2nc(C(N)C3CCCCC3)cs2)cc(OC)c1OC (configuration not stated)	-17%	-17%
NC(c1csc(Nc2ccc(C(=O)c3ccccc3)cc2)n1)C1CCCCC1 (configuration not stated)	?	-3%
C=CCN(CC=C)Cc1cc(=O)oc2cc(C)ccc12	?	-7%
CCc1nc2c(OCC(=O)C(C)(C)C)cccn2c1N(C=O)Cc1ccccc1	-22%	1%
CCOc1cc2c(c3c1C(c1ccccc1)N(S(=O)(=O)c1ccc(C)cc1)C3)C(=O)C=CC2=O (configuration not stated)	1.1µM*	?
NC(Cc1ccc(C(F)(F)F)cc1)c1csc(Nc2ccc(S(N)(=O)=O)cc2)n1 (configuration not stated)	-24%	-3%
CCc1nc2c(OCc3ccc(Cl)cc3Cl)cccn2c1N(C)C(C)=O	?	-17%
Cc1ccc(CN2CC(N3CCN(Cc4cccc(C)c4)CC3)CS2(=O)=O)cc1 (configuration not stated)	?	1%
CC(C)C[C@H](NC(=O)CC[C@H]1O[C@@H](n2ccc(=O)[nH]c2=O)[C@H](O)[C@@H]1O)C(=O)O	-5%	1%
O=C(Nc1ccc(Cl)cc1)C1Cc2c(-c3cccc(F)c3)ccnc2O1 (configuration not stated)	-63%	0%
CN(C)C(=O)c1cccc(-c2cnc3c(NC=O)cc(-c4ccc(F)cc4)cn23)c1	2%	?
COc1ccc(-c2cc(NC=O)c3ncc(-c4cc(OC)c(OC)c(OC)c4)n3c2)c(OC)c1	-22%	-12%
CCNC(=O)C1CCCN(C(=O)c2cc(C)oc2C)CC1 (configuration not stated)	-9%	-3%
COc1ccc(S(=O)(=O)NC(=O)C2(C)CCN2C(=O)Cc2ccccc2Cl)cc1OC (configuration not stated)	6%	-2%
Cc1nc(C(F)(F)F)ccc1C(=O)N1CCCC(C(=O)O)CC1 (configuration not stated)	-4%	3%
COc1ccc(Cc2c(-c3ccc(C)cc3)nc3cc(C)c(Br)c(C)n23)c(C)c1	-17%	-1%
Cc1ccc(CNC(=O)C2(C)CCN2C(=O)Cc2ccc(C(C)(C)C)cc2)cc1 (configuration not stated)	?	-1%

Part of the list above, bar-delimited:
smiles | 12-LOX inh | Vif-A3G inh
CC(C)NC(=O)c1cc(C2CCCCN2S(=O)(=O)c2ccccc2)on1 (configuration not stated) | -1% | -5%
CCc1nc2ccc(C(=O)NCc3ccccc3OC)cn2c1N(CCC(C)C)CCN(C)C | 10% | 0%
CCOC(=O)C1=CCCN(S(=O)(=O)c2ccc(C)cc2)C1 | 18% | -2%
O=C(NCc1ccco1)c1cccc2c(-c3ccc(F)c(F)c3)coc12 | ? | 3%
CC(=O)Oc1ccc(Cn2c(C)c(C(=O)NCc3ccc(C#N)cc3)sc2=O)cc1 | 9% | -4%
O=C1c2ccccc2C(c2nc3ccccc3[nH]2)N1Cc1ccco1 (configuration not stated) | -1% | 0%
CC1(C(=O)NCC(F)(F)F)CCN1C(=O)Cc1ccc(-c2ccccc2)cc1 (configuration not stated) | -30% | 0%
COC(=O)C(C#N)(CCC(=O)c1ccccc1)CCC(=O)c1ccccc1 | 1% | 1%
CC(C(=O)O)(C1CCCCC1)C1(O)CCCCC1 (configuration not stated) | 1% | 4%
Cc1ccc(NC(=O)c2cc(-c3cc(Cl)ccc3C)n[nH]2)cc1NS(C)(=O)=O | -19% | -18%
Cc1ccc2nc(-c3cccc(Br)c3)c(Cc3ccccc3)n2c1 | -12% | -4%
CCCNC(=O)C1(C)CCN(Cc2cc3ccccc3o2)C1 (configuration not stated) | -9% | 0%
CCCCC(=O)N(C)c1c(CC)nc2c(OCc3ccc(C(F)(F)F)cc3)cccn12 | -2% | 2%
COc1ccc(CN2C[C@@H](CO)O[C@@H](n3cnc4c(N5CCN(CCO)CC5)ncnc43)C2)cc1 | 7% | -3%
CCOC(=O)C1(C)CCN1C(=O)c1cncc(Br)c1 (configuration not stated) | -11% | -4%
O=C(NCC1CCOCC1)c1ccc(-c2ccc(F)c(F)c2)c2ccoc12 | ? | 2%
COCCNC(=O)C1(C)CCCN(C(=O)c2c(-c3ccccc3)noc2C)C1 (configuration not stated) | -9% | 0%
CCc1nc2ccc(C(=O)Nc3ccc(OC)c(OC)c3)cn2c1N(C)CCC(C)C | ? | -2%
CC(C)(CO)CNc1ccn2nccc2n1 | 20% | 4%
CCCS(=O)(=O)NC(=O)C1(C)CCCN(C(=O)c2cc(C)on2)C1 (configuration not stated) | -41% | -1%
CC(=O)C(=Cc1ccc(Cl)cc1)C(=O)c1ccccc1 | ? | -11%
Cc1ccc(NC(=O)CNC(=O)CN2C(=O)c3ccccc3C2=O)cc1 | 0% | 2%
COC(=O)c1ccc2nc(-c3cccc(Br)c3)c(Cc3ccsc3)n2c1 | ? | -3%
COc1ccc(Cl)cc1-c1noc([C@@H]2O[C@H](CO)[C@H](O)[C@H](O)[C@H]2O)n1 | ? | -2%
